WT yeast gro inh = growth inhibition of WT yeast, mitochondrial fusion screen; mitochondrial fusion phenotypic screen, WT strain; inhibition, % at 10 µM; 190,000 compounds, 2.1% hits; AID 1362; in the data active = inhibition above about 58%; tested in S. cerevisiae
ER stress rescue = protection against thapsigargin-triggered cell killing – 384-well, CSM14.1, ATP luminescence, primary screen (AID 1222); CSM14.1 thapsigargin-induced death rescue, ATP luminescence; higher % means a stronger effect; cellular ATP content (survival), % at 20 µM, or EC50 in µM where a hit was titrated; 190,000 tested, under 10 active;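 active = EC50 below 50 µM in the dose-response confirmation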;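 also: death triggered by thapsigargin at about 15 µM added after 2 h compound pretreatment; cell ATP read after overnight thapsigargin exposure of roughly 18 to 22 hours; normalized against plate controls of thapsigargin alone and 5% DMSO vehicle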
XIAP displacement = small molecules displacing peptide from XIAP – biochemical, IAP family, fluorescence polarization (AID 1018) | XIAP BIR domain, fluorescence polarization peptide displacement; higher % means a stronger effect | displacement, % at 20 µM, or IC50 in µM where a hit was titrated | 200,000 compounds, 0.007% hits; in the data active = displacement above about 50%; also: a part of the inactive calls stands beside numbers as strong as those of hits
RSV CPE inhibition = inhibition of RSV-induced cytopathic effect – HEp-2 cells, primary 10 µM value included (AID 2391); 310,000 compounds, 0.13% hits; one-dose CPE inhibition, % at 10 µM; IC50 in µM for titrated hits; HEp-2 cells, RSV-induced CPE inhibition; higher % means a stronger effect; in the data active = a potency from the dose series; inconclusive = CPE inhibition mostly from about 23% at the one dose, without a potency; inactive = the rest, 99 in 100 with CPE inhibition below about 21%; also: strong numbers were not always called active
K1F lysis inhibition = inhibition of K1F phage lysis, E. coli UTI89, bacterial capsule biogenesis inhibitors, alamar blue (AID 488966). inhibition, % at 100 µM; hits with a dose series show IC50 in µM. E. coli UTI89 K1F phage lysis, alamar blue, 2 h; higher % means a stronger effect. 340,000 compounds, 0.02% hits;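 active = phage lysis inhibition, versus mean bacterial control, above a set limit; inconclusive = no clear call, values can overlap the other calls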;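 also: capsule biogenesis inhibitors block K1F phage lysis so surviving cells raise fluorescence; higher fluorescence means more inhibition of phage lysis; actives were called in the ten point dose series up to 300 µM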
NS5 inhibitors = flavivirus cap methylation enzyme inhibition – biochemical, confirmation dose response, primary screen (AID 588689); Dengue-2 NS5 methyltransferase capping enzyme assay, biochemical; higher % means a stronger effect; 340,000 compounds, 0.3% hits; inhibition, % at 25 µM; hits with a dose series show IC50 in µM; in the data active = a potency from the dose series; inconclusive = inhibition above about 29% without an active follow-up result
Large T inhibition = TAg ATPase/helicase activity blockers – biochemical (AID 1903); SV40 large T antigen ATPase/helicase inhibition assay; higher % means a stronger effect; inhibition, % at 20 µM; hits with a dose series show IC50 in µM; 310,000 compounds, 0.39% hits; in the data active = a potency from the dose series; inconclusive = inhibition mostly from about 32% at the one dose, without a potency; inactive = the rest, 99 in 100 with inhibition below about 32%; also: strong numbers were not always called active
West Nile virus CPE = inhibition of WNV-induced cytopathic effect – cell-based, CPE readout (AID 1621); West Nile virus-infected cells, CPE inhibition; higher % means a stronger effect; CPE inhibition, % at 10 µM; hits with a dose series show IC50 in µM; 290,000 compounds, 0.02% hits; in the data active = a potency from the dose series; inconclusive = CPE inhibition mostly from about 3.7% at the one dose, without a potency; inactive = the rest, 99 in 100 with CPE inhibition below about 2.2%; also: strong numbers were not always called active
Yfh1-off respiration = mitochondrial function rescue without frataxin homolog – Friedreich's ataxia, plus single-dose screen, dose response (AID 1465); S. cerevisiae Yfh1-off respiration, WST-1 reduction, 72 h; higher fold induction means a stronger effect; fold induction at 50 µM, or EC50 in µM where a hit was titrated; 220,000 compounds, 0.074% hits;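 active = fold induction of absorbance versus untreated yeast above a set limit, then at least 30% activation at any dose in follow-up; inconclusive = repeats straddling the limit, or above it without dose testing; inactive = fold induction below the set limit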;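 also: activators that raise dye reduction in frataxin-depleted yeast; strong numbers were not always called active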
WT yeast gro inh mutant strain = further read-out of WT yeast gro inh, marked with its call; inhibition, %; mitochondrial fusion phenotypic screen, mutant strain inhibition
Numbers without * were called inactive; i = inactive; ? = inconclusive; / = no result given; [ ] = remark or other dose.

item	SMILES	WT yeast gro inh	WT yeast gro inh mutant strain	ER stress rescue	XIAP displacement	RSV CPE inhibition
1	Cc1ccc(C2N(c3cccc(Cl)c3)C(=O)C3CCCN32)o1 (stereo not drawn)	3	-10	-1.8%	-5.2%	2.5%
2	NS(=O)(=O)c1cc(C(=O)OCCNC(=O)c2ccccc2)c(Cl)cc1Cl	/	/	/	/	1.2%
3	Cc1ccc(NC(=O)c2ccc(NC(=O)C3CCCCC3C(=O)O)cc2)cc1 (stereo not drawn)	/	/	/	/	2.7%
4	O=C(COC(=O)/C=C/c1ccc([N+](=O)[O-])cc1)NCc1ccc2c(c1)OCO2	/	/	/	/	3.2%
5	CO/C(N)=C(\C#N)N=Cc1ccccc1Cl	-3	-1	/	-3.2%	3.4%
6	Cc1ccsc1C(=O)NNC(=O)Nc1ccc(Cl)c(Cl)c1	-10	9	-0.2%	-1.2%	5.2%
7	CC(C)CCNC(=O)c1ccc(CS(=O)(=O)Cc2ccccc2F)o1	2	15	0.3%	-2.5%	2.7%
8	CN1CCN(c2nc3cc(C(F)(F)F)ccc3n3cccc23)CC1	/	/	/	/	1.1%

item	K1F lysis inhibition	NS5 inhibitors	Large T inhibition	West Nile virus CPE	Yfh1-off respiration
1	0.3%	-3%	4%	0.1%	i
2	1.0%	-7%	10%	/	/
3	0.7%[50 µM]	-1%	9%	0.0%	/
4	0.1%	2%	7%	0.1%	i
5	-2.5%	-7%	5%	0.4%	i
6	4.0%	-12%	12%	-0.3%	i
7	0.1%	-9%	12%	-0.7%	i
8	9.7%	-5%	6%	0.7%	i

Shown screen by screen: part of the list above
(3) Cc1ccc(NC(=O)c2ccc(NC(=O)C3CCCCC3C(=O)O)cc2)cc1 (stereo not drawn)
(4) O=C(COC(=O)/C=C/c1ccc([N+](=O)[O-])cc1)NCc1ccc2c(c1)OCO2
(5) CO/C(N)=C(\C#N)N=Cc1ccccc1Cl
(6) Cc1ccsc1C(=O)NNC(=O)Nc1ccc(Cl)c(Cl)c1
(7) CC(C)CCNC(=O)c1ccc(CS(=O)(=O)Cc2ccccc2F)o1

Assay by compound	3	4	5	6	7
WT yeast gro inh	/	/	-3	-10	2
WT yeast gro inh mutant strain	/	/	-1	9	15
ER stress rescue	/	/	/	-0.2%	0.3%
XIAP displacement	/	/	-3.2%	-1.2%	-2.5%
RSV CPE inhibition	2.7%	3.2%	3.4%	5.2%	2.7%
K1F lysis inhibition	0.7%[50 µM]	0.1%	-2.5%	4.0%	0.1%
NS5 inhibitors	-1%	2%	-7%	-12%	-9%
Large T inhibition	9%	7%	5%	12%	12%
West Nile virus CPE	0.0%	0.1%	0.4%	-0.3%	-0.7%
Yfh1-off respiration	/	i	i	i	i

Later entries.
item	SMILES	WT yeast gro inh	WT yeast gro inh mutant strain	ER stress rescue	XIAP displacement	RSV CPE inhibition
9	CCCn1c(=S)[nH]c2cc(C(=O)N3CCc4ccccc4C3)ccc2c1=O	2	-12	2.2%	-8.0%	-0.3%
10	CCOC(=O)c1[nH]c(C)c(C(=O)Nc2ccc3c(c2)CCC3)c1C	-2	-10	-2.0%	-4.3%	1.1%
11	O=S(=O)(NCc1ccccc1)c1ccc2c(c1)OCCO2	-12	-7	-0.9%	-6.0%	0.2%
12	O=C(NCC1CCCO1)c1c(O)c2ccccc2[nH]c1=O (stereo not drawn)	-3	-69	-2.3%	-1.9%	1.1%
13	O=C(Nc1ccccc1Cl)C1CCCN(c2ncnc3c2nc2n3CCCCC2)C1 (stereo not drawn)	/	/	/	/	20%
14	CN(Cc1ccc(N(C)C)cc1)C(=O)c1cc2ccccc2o1	/	/	/	/	1.6%
15	O=C(CC(C(=O)O)c1cccc(Br)c1)c1ccc(Cl)cc1 (stereo not drawn)	/	/	/	/	0.1%
16	CNC(=O)CN(c1cc(C)ccc1C)S(C)(=O)=O	6	28	-1.8%	-0.7%	1.0%

item	K1F lysis inhibition	NS5 inhibitors	Large T inhibition	West Nile virus CPE	Yfh1-off respiration
9	0.1%	-6%	-6%	-0.2%	i
10	1.2%	2%	2%	0.0%	i
11	-1.7%	-1%	-4%	-0.2%	i
12	0.4%	1%	3%	0.0%	i
13	0.1%	-5%	15%	-0.4%	/
14	0.0%	-9%	0%	-0.1%	/
15	0.3%	-5%	10%	0.3%	/
16	2.1%	2%	7%	-0.6%	i

Of the compounds above, these contain an NH in an aromatic ring.
item	SMILES	WT yeast gro inh	WT yeast gro inh mutant strain	ER stress rescue	XIAP displacement	RSV CPE inhibition
9	CCCn1c(=S)[nH]c2cc(C(=O)N3CCc4ccccc4C3)ccc2c1=O	2	-12	2.2%	-8.0%	-0.3%
10	CCOC(=O)c1[nH]c(C)c(C(=O)Nc2ccc3c(c2)CCC3)c1C	-2	-10	-2.0%	-4.3%	1.1%
12	O=C(NCC1CCCO1)c1c(O)c2ccccc2[nH]c1=O (stereo not drawn)	-3	-69	-2.3%	-1.9%	1.1%

item	K1F lysis inhibition	NS5 inhibitors	Large T inhibition	West Nile virus CPE	Yfh1-off respiration
9	0.1%	-6%	-6%	-0.2%	i
10	1.2%	2%	2%	0.0%	i
12	0.4%	1%	3%	0.0%	i

(more compounds)
item	SMILES	WT yeast gro inh	WT yeast gro inh mutant strain	ER stress rescue	XIAP displacement	RSV CPE inhibition
17	O=[N+]([O-])c1cc(/C=N/N2CCCCC2)ccc1Cl	7	-8	-0.9%	0.3%	-0.5%
18	CCOC(=O)C1(CCc2ccccc2)CCN(C(=O)c2ccoc2)CC1	2	-3	-0.2%	0.4%	0.8%
19	Cc1ccc(S(=O)(=O)N2CCCCC2CCNC(=O)C(=O)NCc2ccco2)cc1 (stereo not drawn)	/	/	/	/	-0.2%
20	COc1ccc(-c2csc(NC(=O)CSc3nnnn3C)n2)cc1OC	/	/	/	/	-1.7%
21	Cc1ccc(C)c(NC(=O)CS(=O)(=O)c2cn(C)c3ccccc23)c1	1	1	-0.8%	-7.5%	0.1%
22	COc1ccc(C(=O)Nc2ccc3ccccc3c2)c(OC)c1	/	/	/	/	8.0%
23	Cc1cccc(C(=O)OC2CCOC2=O)c1O (stereo not drawn)	/	/	/	/	1.7%
24	O=S(=O)(NCc1cccnc1)c1ccc(Cl)c2ccccc12	/	/	/	/	21%

item	K1F lysis inhibition	NS5 inhibitors	Large T inhibition	West Nile virus CPE	Yfh1-off respiration
17	-0.3%	-2%	5%	-1.4%	i
18	-1.2%	-2%	3%	-1.2%	i
19	0.0%[50 µM]	1%	9%	/	/
20	2.4%[50 µM]	4%	14%	/	/
21	1.0%	-2%	6%	-0.2%	i
22	0.8%	-8%	11%	-0.2%	/
23	0.1%	-5%	5%	-0.8%	/
24	-0.3%	15%	1%	-0.7%	/

Other results
item	SMILES	WT yeast gro inh	WT yeast gro inh mutant strain	ER stress rescue	XIAP displacement	RSV CPE inhibition
25	COc1ccc(C(=O)Nc2ccccc2NC(=O)c2ccco2)c(OC)c1	3	-12	-0.8%	-1.4%	-1.2%
26	CCCOc1ccc(C(=O)Nc2ccc(N3CCN(C(=O)c4ccco4)CC3)cc2)cc1	/	/	/	/	1.1%
27	CCOc1ccc2nc(Nc3nc(CSc4nnnn4-c4ccccc4)cc(=O)[nH]3)nc(C)c2c1	20	4	4.5%	-13%	-1.1%
28	COc1cc(-c2nnc(SCC(=O)N3c4ccccc4Sc4ccccc43)o2)cc(OC)c1OC	10	-11	3.1%	-7.0%	4.4%
29	C[C@H]1C[C@@H]2[C@H]([C@@H](O)C[C@@]3(C)[C@H]2CC[C@]3(O)C(=O)CO)[C@@]2(C)C=CC(=O)C=C12	-8	-18	-3.4%	-10%	0.9%
30	FC(F)(F)C(F)(F)C(F)(F)c1nnc2ccc(N3CCOCC3)nn12	4	12	/	-6.3%	1.9%

item	K1F lysis inhibition	NS5 inhibitors	Large T inhibition	West Nile virus CPE	Yfh1-off respiration
25	-0.1%	-6%	8%	-0.5%	i
26	-0.1%	-3%	15%	-0.4%	/
27	0.3%	-3%	15%	?	i
28	0.8%	3%	9%	-0.3%	i
29	2.4%	-4%	6%	1.3%	i
30	6.0%	-1%	11%	0.1%	i

From PubChem BioAssay
